Source: PubChem BioAssay
Autophagy HCS: autophagy modulation, high-content screen; MEF GFP-LC3 puncta imaging; test concentration mostly 10 µM; calls only at 10 µM (by protocol); 190,000 compounds, 0.98% hits;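 active = percentage of spot-positive cells more than 3 SD above its plate mean, without a fluorescence outlier flag or 80% toxicity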;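 also: spot-positive cell cutoff set from DMSO-treated cells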
MT stabilize HCS: microtubule stabilizers in HeLa cells; HeLa tubulin immunostaining HCS, 24 h; share of cells brighter than vehicle mean+2SD; % tubulin-high responders, % at 10 µM; 200,000 compounds, 0.83% hits; AID 2205;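 active = plate Z-score above 3 for both tubulin-high and condensed-nucleus cell shares, with cell loss under 80%, at 10 µM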;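 also: anti alpha tubulin signal scored within the nucleus-defined area of each cell; some results filed as inactive read as strong as hits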
Ins promoter up: MIN6 insulin promoter up-regulation; MIN6 insulin promoter-GFP reporter, high-content imaging; hits give high values; AID 1625; 190,000 compounds, 0.3% hits; z-score at 5 µM;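 active = z-score above 3 at 5 µM with at least 500 cells counted in the well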
T cell HTS: T cell immune modulators affecting CD8 T cell-vesicle binding | 330,000 compounds, 0.068% hits | 2C CD8+ T cell-vesicle binding, flow cytometry; hits give low values | calls only at 7 µM;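 active = response, share of CD8 T cells binding vesicles, and their 90th percentile fluorescence all below set limits, cut at about 80% in these data, passing the limit was not always enough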
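incubation = binding step 1.5 h, 37 °C, antibody labelling 20 min, ice | test system = 2C mouse CD8+ T cells | read-out basis = percent CD8+ FL2 mean versus row control | controls = Peptide-free naked vesicles (low) and QL9 vesicles with 0.7% DMSO vehicle (high) | detection = flow cytometry of vesicle-bound cells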
human PMI inhibitors: human PMI inhibitors, high substrate, primary screen, biochemical, fluorescence intensity, high mannose 6-phosphate (AID 1220). 190,000 compounds, 0.66% hits. recombinant PMI enzyme, coupled fluorescence intensity; higher % means a stronger effect. inhibition, % at 20 µM, or IC50 in µM where a hit was titrated
Hep lipid drop: hepatic lipid droplet formation modulation | AML12 mouse hepatocytes, oleate lipid droplets, BODIPY imaging | inhibition, % at 6.5 µM | 240,000 compounds, 0.4% hits | AID 1656;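 active = lipid droplet intensity inhibited by at least 50%, with more than 500 cells counted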
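Test system: AML12 hepatocytes (mouse); reagent: oleate loading, 100 µM; dosing: one dose, 6.5 µM compound; incubation: overnight exposure; signal: fluorescence imaging, 20x objective, two fields per well; read-out basis: % inhibition of corrected integrated BODIPY droplet signal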
b-catenin transl: alters nuclear translocation of beta-catenin in HeLa cells; immunofluorescence imaging; nuclear translocation activity, % at 5 µM; 190,000 compounds, 0.3% hits; AID 1665;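 active = nuclear translocation activity above 50% at 5 µM, with a well cell count of 50 or more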;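 also: per-cell ratio of nuclear to cytoplasmic median beta-catenin stain intensity; plate controls were DMSO negative control for no effect and GSK-3 inhibitor IX positive control for full effect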
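assay system = human HeLa cells, endogenous beta-catenin | times = compound treatment 24 h, 37°C, 5% CO2 | detection = Anti-beta-catenin immunofluorescence on PFA-fixed, Triton-permeabilized cells, DAPI nuclei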
human PMI inhibition: inhibitors of human PMI, primary screen, biochemical, fluorescence intensity, coupled assay (AID 1209) | 190,000 compounds, 0.42% hits | purified PMI enzyme, coupled fluorescence intensity; higher % means a stronger effect | inhibition, % at 20 µM, or IC50 in µM where a hit was titrated;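 also: plate controls were DMSO vehicle for no effect and wells lacking substrate for full effect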
TNAP activation fold: stimulation of alkaline phosphatase TNAP activity – biochemical, luminescent, no phosphate acceptor, uHTS, primary screen (AID 1001); purified TNAP, luminescent activation assay, no phosphate acceptor; higher activation fold means a stronger effect; one-dose activation fold at 20 µM; EC50 in µM for titrated hits; 200,000 compounds, 0.03% hits; in the data active = activation fold from about 3, or a potency from the dose series; inactive = the rest, 99 in 100 with activation fold below about 1.6; also: many of its hits are not listed in these tables
Ins promoter up cell count: recorded beside Ins promoter up, whose call it bears; cell count; measured here: cytotoxicity, nuclei count;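 total cells summed across four imaged fields per well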
Hep lipid drop cells 6.5 µM: also measured in Hep lipid drop; calls as there; cell count; measured here: cell count, cytotoxicity flag;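 cells counted across two imaged fields per well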
b-catenin transl cell count 5 µM: further read-out of b-catenin transl, marked with its call; cell count; measured here: cell count, cytotoxicity flag
T cell HTS vesicle-bound %: recorded beside T cell HTS, whose call it bears; double positive events, %; measured here: CD8+ vesicle-bound cell fraction;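 binding gate set so that unloaded-vesicle control wells show 10% double positive cells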
MT stabilize HCS Hoechst-high %: also measured in MT stabilize HCS; calls as there; % Hoechst-high responders; measured here: nuclear condensation Hoechst responders;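 share of cells brighter than vehicle mean plus two SD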
MT stabilize HCS cytotoxicity %: second read-out of MT stabilize HCS, no call of its own (marks repeat the call); toxicity, %; measured here: cytotoxicity by cell density;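 0% = mean cell density of plate MIN control wells and 100% = no cells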
Autophagy HCS cell loss 18 h: recorded beside Autophagy HCS, whose call it bears; toxicity, %; measured here: cell loss, nuclei count;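 cell loss after 18 h compound exposure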
An asterisk follows results filed as active; i = inactive; x = no result given. Rule as the data show it, unless noted: active = inhibition above about 50%; inactive = the rest.

structure	Autophagy HCS	Autophagy HCS cell loss 18 h	MT stabilize HCS	MT stabilize HCS Hoechst-high %	MT stabilize HCS cytotoxicity %	Ins promoter up	Ins promoter up cell count	T cell HTS	T cell HTS vesicle-bound %	human PMI inhibitors	Hep lipid drop	Hep lipid drop cells 6.5 µM	b-catenin transl	b-catenin transl cell count 5 µM	human PMI inhibition	TNAP activation fold
CC(C)Oc1cccc(C(=O)C2CCCN(C(=O)c3ccnn3C)C2)c1 (stereo not given)	i	-5.3	2.1	2.5	6.3	0.49	1364	i	38.0	13.6%	-5.5	685	1.2	878	16.5%	1.1
CS(=O)(=O)N(CC(=O)NCc1ccc2c(c1)OCO2)Cc1ccccc1	i	-10.8	5.8	3.0	3.8	0.33	1300	i	8.0	-0.8%	-4.0	777	1.0	959	5.7%	1.1
CSc1n[nH]c(=O)n1-c1cccc(Cl)c1	x	x	x	x	x	0.83	1441	i	37.1	x	-0.2	724	-0.1	1305	x	x
Cc1cccc(NC(=O)CCSc2nnc(Cc3ccccc3)o2)c1	i	-0.7	2.3	2.4	10.0	-0.14	1240	i	23.2	6.0%	-9.5	618	-2.2	501	2.6%	1.1
CC(=O)Nc1cccc(-c2nc3ccccc3s2)c1	i	11.1	2.9	1.1	4.1	-0.43	1458	i	40.4	10.6%	-0.7	668	-0.4	1618	6.0%	1
O=Cc1cccn1-c1ccc(O)cc1	i	-5.1	2.1	1.8	7.2	0.94	1626	i	57.2	x	7.1	696	-0.2	1564	x	1.1
CCN(CC)CCOC(=O)/C=C/c1ccccc1	x	x	x	x	x	0.73	1484	i	22.3	x	27.9	719	-0.6	1337	x	x
COc1cc(O)oc1C=Nc1ccc(C(F)(F)F)cc1	i	-2.2	0.7	1.5	8.8	-0.8	1591	i	54.4	14.9%	x	x	-1.2	1455	1.8%	0.9
COc1ccc(OC)c(NC(=O)C(CC(C)C)NC(=O)C2CCCCC2)c1 (stereo not given)	i	19.8	6.1	2.1	5.7	0.12	1938	i	24.2	16.3%	-4.2	640	-1.5	1020	15.1%	1.1
COc1ccc2[nH]c(=O)c(CN(Cc3nnnn3Cc3ccco3)C3CCCCC3)cc2c1	i	10.0	3.0	1.5	6.7	x	x	i	21.0	25.2%	x	x	-0.7	942	-0.8%	1
COc1ccc(NC(=O)CSC2=NC(=O)CC(C)=N2)cc1	i	-10.2	6.0	2.9	4.1	x	x	i	12.2	-0.4%	x	x	x	x	43.9%	1
COc1ccc(/C=N/NC(=O)c2ccncc2)cc1[N+](=O)[O-]	i	14.0	3.1	2.4	1.7	-0.06	1238	i	52.1	-13.2%	7.1	690	x	x	-9.6%	1.1

Rewritten with values under each structure: 2 of the compounds above.
Sequence of screens – Autophagy HCS, Autophagy HCS cell loss 18 h, MT stabilize HCS, MT stabilize HCS Hoechst-high %, MT stabilize HCS cytotoxicity %, Ins promoter up, Ins promoter up cell count, T cell HTS, T cell HTS vesicle-bound %, human PMI inhibitors, Hep lipid drop, Hep lipid drop cells 6.5 µM, b-catenin transl, b-catenin transl cell count 5 µM, human PMI inhibition, TNAP activation fold
CC(C)Oc1cccc(C(=O)C2CCCN(C(=O)c3ccnn3C)C2)c1 (stereo not given)
 : i, -5.3, 2.1, 2.5, 6.3, 0.49, 1364, i, 38.0, 13.6%, -5.5, 685, 1.2, 878, 16.5%, 1.1
CSc1n[nH]c(=O)n1-c1cccc(Cl)c1
 : x, x, x, x, x, 0.83, 1441, i, 37.1, x, -0.2, 724, -0.1, 1305, x, x

Next compounds
structure	Autophagy HCS	Autophagy HCS cell loss 18 h	MT stabilize HCS	MT stabilize HCS Hoechst-high %	MT stabilize HCS cytotoxicity %	Ins promoter up	Ins promoter up cell count	T cell HTS	T cell HTS vesicle-bound %	human PMI inhibitors	Hep lipid drop	Hep lipid drop cells 6.5 µM	b-catenin transl	b-catenin transl cell count 5 µM	human PMI inhibition	TNAP activation fold
Cc1cc(NC(=O)Nc2ccc(Cl)c(Cl)c2)n(-c2ccccc2)n1	x	x	x	x	x	0.13	941	i	34.1	x	2.1	772	0.1	1299	x	x
CCC(CC)NC(=O)COC(=O)c1cc(Br)ccc1Cl	i	17.3	7.8	2.4	1.4	0.31	1192	i	50.2	-3.3%	20.0	671	x	x	9.4%	1.1
CC(C)Cn1c(N)c(C(=O)COC(=O)c2cnc(Cl)c(Cl)c2)c(=O)n(C)c1=O	i	-4.4	3.9	2.8	7.0	-1.15	1270	i	31.7	1.5%	4.4	630	-1.4	942	2.8%	1
O=C1CCCN1CCCNC(=S)Nc1ccccc1Cl	i	-6.4	2.7	1.8	8.6	0.25	1435	i	36.7	5.0%	13.3	679	-3.2	1158	3.7%	1.1
c1ccc(CC2CNc3ccccc3CN2)cc1 (stereo not given)	i	-7.5	2.0	1.6	7.0	-1.01	1234	i	20.8	-7.0%	x	x	-0.6	947	-8.6%	1
CC(C)N=c1scc(-c2ccco2)n1/N=C/c1ccc(O)c(O)c1	i	-1.1	2.1	1.6	4.0	-5.1	843	i	11.8	22.5%	x	x	1.8	1380	x	0.3
CCOc1ccc2[nH]c(C)c(CN3CCCCC3)c(=O)c2c1	i	0.6	4.0	1.5	7.4	-0.96	1529	i	39.9	7.2%	x	x	-4.1	1000	3.9%	1.1
Nc1cc([N+](=O)[O-])ccc1Nc1ccccc1	i	25.7	2.5	2.4	12.2	-0.04	1421	i	35.4	4.9%	16.6	685	-5.8	1164	6.0%	0.9
O=C(C1=C(O)C(=O)N(Cc2ccccc2)C1c1ccco1)c1ccco1 (stereo not given)	i	-2.1	2.2	1.1	1.1	-0.37	1602	i	66.7	-20.9%	x	x	0.2	1419	-25.9%	1
CN(C)CC(O)COC(c1ccc(Cl)cc1)c1ccc(Cl)cc1 (stereo not given)	i	-5.0	3.0	2.3	6.9	-1.06	1123	i	15.8	1.0%	2.6	638	0.6	975	0.8%	1
COc1ccccc1/C=C/CN1CCN(c2ccccc2)CC1	i	-13.6	1.3	1.1	8.7	1.01	904	i	29.2	6.6%	15.2	732	x	x	9.0%	1.1
Cc1ccc(SCC(=O)Nc2cccc(NC(=O)c3ccco3)c2)cc1	i	-5.1	0.4	1.0	7.6	x	x	i	25.1	-1.0%	x	x	x	x	2.7%	1.1
CCOC(=O)C1C(=O)C=C(c2cccs2)CC1c1ccccc1 (stereo not given)	i	-7.9	2.7	3.2	5.5	0.33	1435	i	18.0	12.3%	-12.5	587	-2.2	1094	15.0%	1
Brc1ccc(-c2csc(N/N=C/c3ccco3)n2)cc1	i	-5.9	1.9	2.7	5.3	-0.44	1023	i	55.8	9.6%	2.2	716	-0.1	1123	14.6%	1.2
CC1Cc2ccccc2N1C(=O)CSc1nnc2n1C(C)(C)Cc1ccccc1-2 (stereo not given)	i	-5.9	3.4	2.7	69.4	-0.08	1260	i	31.7	7.1%	0.5	727	x	x	14.2%	1
NC(=S)N/N=C/c1ccc(-c2cc(Cl)cc(Cl)c2)o1	i	-8.7	1.0	0.9	1.4	-0.45	1175	i	44.0	-86.3%	23.3	737	6.3	1033	-42.4%	0.9
CCN(CCCNC(=O)C1CCN(S(=O)(=O)c2c(C)[nH]c(=O)[nH]c2=O)CC1)c1cccc(C)c1	i	-6.0	1.7	1.5	11.7	0.38	825	i	31.8	2.9%	-10.9	719	x	x	8.4%	1.1
COc1ccc(S(=O)(=O)CCc2nc3ccccc3s2)cc1	i	23.2	3.6	1.7	6.8	-0.35	915	i	47.2	33.5%	x	x	0.1	1149	14.1%	1.2
O=C(CN1C(=O)c2ccccc2C1=O)c1ccccc1	i	0.5	2.8	1.9	1.6	x	x	i	35.3	6.5%	1.8	801	x	x	9.0%	1.1
CCOC(=O)c1[nH]c2ccc(Br)cc2c1NC(=O)CCN1CCCC(C)(C)C1	i	2.1	2.7	2.3	10.0	-0.67	1199	i	7.8	15.5%	x	x	-2.7	508	18.2%	1.1
CCc1ccc(C(=O)/C=C/c2cnn(C)c2C)s1	i	7.5	4.3	1.8	56.9	x	x	i	25.4	-3.0%	-5.9	734	x	x	-2.0%	1.1
COc1ccc(CC(=O)Nc2ccc(S(=O)(=O)Nc3ncccn3)cc2)cc1OC	x	x	x	x	x	0.11	1031	i	43.7	x	0.2	628	-0.7	1355	x	x
COCCN1C(=O)c2ccccc2C(C(=O)Nc2ccc3c(c2)OCCO3)C1c1ccc(F)cc1 (stereo not given)	i	5.8	3.3	1.4	2.9	-0.97	1534	i	62.9	-8.1%	x	x	-2.6	1389	-8.7%	1
C/C(=N\O)C1(C)N(O)C(C)(C)C(c2ccc(Br)cc2)=[N+]1[O-] (stereo not given)	i	9.0	4.6	2.0	10.7	0.24	1063	i	51.2	6.1%	-10.3	753	x	x	2.6%	1
CC1(c2cc(C(F)(F)F)n3nc(C(=O)O)cc3n2)CC1	i	-13.3	2.7	3.1	7.3	0.11	1187	i	44.2	-11.3%	32.9	766	3.1	1159	-6.1%	1.1
Cc1cc(NC(=O)CCOc2ccccc2)no1	i	12.4	3.9	2.2	0.5	2.09	1284	i	40.9	12.4%	x	x	-1.1	795	9.5%	1.1
CCCn1c2ccccc2c2nnc(SCC(=O)Nc3ncccn3)nc21	i	4.2	3.9	1.8	5.6	1.06	1369	i	27.9	-7.8%	4.6	688	x	x	3.5%	1.1
CCNC(=S)Nc1cc(OC)c(NC(=O)c2ccco2)cc1OC	i	-4.4	3.9	2.7	4.9	x	x	i	59.0	33.9%	-1.0	642	-0.2	1596	0.5%	1.1
CC(C)(C)C(=O)OCc1cn(-c2ccccc2)nn1	i	-1.3	1.3	1.6	5.3	0	1542	i	50.5	-6.2%	x	x	-0.6	1292	-19.8%	1
CCOC(=O)c1c2ccc(OCC(=O)N/N=C/c3ccccc3C(F)(F)F)cc2n2ccccc12	i	-21.0	33.0*	11.4*	56.7*	1.04	1076	x	x	64.2%*	x	x	-6.8	942	59.8%*	1.1
COc1ccc(CNC(=O)Cn2c(=O)oc3ccccc32)cc1OC	i	10.7	1.9	2.6	2.8	x	x	i	23.2	-8.9%	1.8	749	-2.7	1224	-3.7%	1.1
CCOC(=O)c1ccc(NC(=O)CN2C(=O)C(CC)SC(CC)C2=O)cc1 (stereo not given)	i	-0.3	1.7	2.6	10.9	0.58	1395	i	45.1	19.5%	-5.5	616	0.4	1055	22.0%	1.1
